Screening data deposited in PubChem BioAssay by several laboratories.
RmlC RmlD mix: RmlC and RmlD coupled enzyme inhibitors, primary screen, biochemical, 384-well, compound mixtures, retest. AID 1532, 2009. RmlC/RmlD coupled enzyme inhibition, 384-well mixture HTS. inhibition, % at 5.5 µM. actives 0.39% (n = 110,000); in the data active = inhibition above about 30%, passing the limit was not always enough; note: strong numbers were not always called active
HIV RNase H inh: HIV-1 RT RNase H inhibitors, primary screen, biochemical, fluorescence; RT-RNase H RNA/DNA duplex cleavage; inhibition, % at 10 µM; actives 1.9% (n = 65,000); AID 565, 2006; in the data active = inhibition above about 50%
* marks the source's active call; other numbers are inactive results; · = not tested or not shown; & = joins results of further samples.

SMILES	RmlC RmlD mix	HIV RNase H inh
Cc1oc(-c2ccc(F)cc2)cc1-c1nn2c(-c3ccco3)nnc2s1	·	32
CC(C)NC(=O)c1onc(CSc2ccc(F)c(F)c2)c1C(=O)NC(C)C	-6	·
CCc1cccc2c1NC(=O)[C@]21[C@@H]2C(=O)N(Cc3ccccc3)C(=O)[C@@H]2[C@@H]2CCCN21	-12	13
Cc1ccc(S(=O)(=O)N2CCN(C(=O)c3ccccc3)CC2)cc1	9	·
O=C(NNc1cccc(Cl)n1)c1ccc(Cl)cc1Cl	-20	·
Cc1ccc(NC(=O)COc2nc(C)cs2)cc1	7	-5
CCOC(=O)c1ccc(NS(=O)(=O)c2cc(C)ccc2OC)cc1	-157	-1
Cc1ccccc1-n1nc2c(c1NC(=O)c1c(-c3ccccc3Cl)noc1C)CS(=O)(=O)C2	·	-1
CCOC(=O)CSc1nc2ccc(N3CCOCC3)cc2c(=O)n1Cc1ccccc1	0	·
NC(Cc1ccc(Oc2ccc(O)cc2)cc1)C(=O)O (configuration not stated)	·	-4
COc1ccccc1C(=O)Nc1nnc(-c2ccc3c(c2)CCCC3)o1	5	-31
C[N+]1(C)CCc2cc3c(cc2[C@H]1[C@@H]1OC(=O)c2c1ccc1c2OCO1)OCO3	-14&3	-5
CCNc1nc(N)nc(Oc2ccc(OCCOc3ccccc3)nn2)n1	9	-11
O=C(CSc1nnc(-c2ccc(Cl)s2)o1)N1CCCc2ccccc21	-13	-8
CC1CCCCC1NC(=O)C1CCN(S(=O)(=O)c2ccc(-n3cnnn3)cc2)CC1 (configuration not stated)	1	·
COc1ccc2nc(SCC(=O)Nc3c(C)cccc3C)[nH]c2c1	5	·
O=C(CCCCn1c(=O)[nH]c2ccccc2c1=O)NC1CCN(Cc2ccccc2)CC1	·	-10
NS(=O)(=O)c1ccc(NC(=O)C2CCCO2)cc1 (configuration not stated)	5	·
Cc1ccc(Cn2ccc(NC(=O)c3noc4c3CCCCC4)n2)cc1	5	-23
CCC(=O)Nc1nc(C)cc(SCC(=O)OC)n1	8	6
CCCCC(=O)Nc1ccc(C(=O)NCc2ccncc2)cc1	-9	5
O=C(NC(=S)N1CCCCC1)C12CC3CC(CC(C3)C1)C2	-8	·
CC(C)Oc1ccc(C(=O)NCc2cccnc2)cc1	1	-6
COC(=O)c1c(C)oc2ccc(N(C(=O)c3ccncc3)S(=O)(=O)c3ccc(C)cc3)cc12	9	·
COC(=O)C1=C(C)N(Cc2ccco2)C(=O)N[C@@H]1c1ccco1	-11	·

Remaining list, next part:
SMILES	RmlC RmlD mix	HIV RNase H inh
CCOC(=O)c1sc(NC(=O)c2cc(-c3ccccc3)nc3ccccc23)c(C#N)c1C	5	·
NC(=O)[C@H]1CC2(CC(c3cccc(NC(=O)COc4ccc(Cl)cc4)c3)=NO2)CN1C(=O)c1ccc(Cl)cc1 (some centres not stated)	0	·
CCOC(=O)CC(=O)CSC1=C(C#N)C(c2ccccc2OC)CC(=O)N1 (configuration not stated)	-2	-4
COc1ccc(OCCSc2n[nH]c(N)n2)cc1	1	·
NS(=O)(=O)c1cccnc1Nc1cccc(C(F)(F)F)c1	5	·
CCOC(=O)N1CCN(C(=O)c2nn(-c3ccc(C)cc3)c(=O)c3c2c2ccccc2n3C)CC1	·	-43
CC1CC(NC(=O)c2cnc3n(c2=O)CCS3)CC(C)(C)C1 (configuration not stated)	-16	8
CCCS(=O)(=O)N1CCCC(C(=O)NCCN2CCCCC2C)C1 (configuration not stated)	-8	-24
CC(Sc1nc(-c2ccccc2)cc(C(F)(F)F)n1)C(=O)N1CCC(C(N)=O)CC1 (configuration not stated)	16	-11
N#CCCn1nnc(-c2ccccc2F)n1	-12	3
C=CCOc1ccc(/C(O)=C2\C(=O)C(=O)N(CCCOC)C2c2ccc(O)c(OC)c2)cc1 (configuration not stated)	-10	-8
Cc1nc2cc(C(=O)N3CCC4(CC3)OCCO4)ccc2n1-c1ccc(Br)cc1	12	0
O=C(Cn1ncc2c1-c1ccccc1OC2)N1CCc2ccccc21	3	-13
Cc1c(C(=O)NCC2CCCO2)oc2ccc(S(=O)(=O)N3CC(C)CC(C)C3)cc12 (configuration not stated)	-10	-2
CCCCNC(=O)c1cc2c(-c3ccc(Cl)cc3)nn(C)c2s1	12	-8
Cc1ccc(NC(=O)c2ccc(-n3cncn3)c([N+](=O)[O-])c2)cc1	10	·
O=C(NO)c1ccc(OC(F)F)cc1	·	5
COc1cc(OC)c(C2N(c3cc(C)on3)C(=O)C3CCCN32)cc1OC (configuration not stated)	9	-12
Cc1ccc(OCC(=O)OC2CCS(=O)(=O)C2)cc1 (configuration not stated)	5	-9
CCN(CC)S(=O)(=O)c1ccc2c(c1)c(C(=O)O)cn2C	14	0
CCOc1ccc(C(=O)NCC(C)CN(C)C)cc1OCC (configuration not stated)	-8	-5
O=S(=O)(c1ccc(Sc2nnc3ccccn23)nc1)N1CCOCC1	-6	-6
Cc1cnc(C(=O)Nc2cccc3cccnc23)cn1	·	7
O=C(NC1=NCCS1)NC12CC3CC(CC(C3)C1)C2	-10	-7
COc1cc2c(C(=O)N3CCN(c4cccc(Cl)c4)CC3)cn(CC(C)C)c(=O)c2cc1OC	-4	·

Given with values under each structure: 22 of the compounds above.
Results follow in this order: RmlC RmlD mix, HIV RNase H inh
COc1ccc(OCCSc2n[nH]c(N)n2)cc1
→ 1, ·
NS(=O)(=O)c1cccnc1Nc1cccc(C(F)(F)F)c1
→ 5, ·
CCOC(=O)N1CCN(C(=O)c2nn(-c3ccc(C)cc3)c(=O)c3c2c2ccccc2n3C)CC1
→ ·, -43
CC1CC(NC(=O)c2cnc3n(c2=O)CCS3)CC(C)(C)C1 (configuration not stated)
→ -16, 8
CCCS(=O)(=O)N1CCCC(C(=O)NCCN2CCCCC2C)C1 (configuration not stated)
→ -8, -24
CC(Sc1nc(-c2ccccc2)cc(C(F)(F)F)n1)C(=O)N1CCC(C(N)=O)CC1 (configuration not stated)
→ 16, -11
N#CCCn1nnc(-c2ccccc2F)n1
→ -12, 3
C=CCOc1ccc(/C(O)=C2\C(=O)C(=O)N(CCCOC)C2c2ccc(O)c(OC)c2)cc1 (configuration not stated)
→ -10, -8
Cc1nc2cc(C(=O)N3CCC4(CC3)OCCO4)ccc2n1-c1ccc(Br)cc1
→ 12, 0
O=C(Cn1ncc2c1-c1ccccc1OC2)N1CCc2ccccc21
→ 3, -13
Cc1c(C(=O)NCC2CCCO2)oc2ccc(S(=O)(=O)N3CC(C)CC(C)C3)cc12 (configuration not stated)
→ -10, -2
CCCCNC(=O)c1cc2c(-c3ccc(Cl)cc3)nn(C)c2s1
→ 12, -8
Cc1ccc(NC(=O)c2ccc(-n3cncn3)c([N+](=O)[O-])c2)cc1
→ 10, ·
O=C(NO)c1ccc(OC(F)F)cc1
→ ·, 5
COc1cc(OC)c(C2N(c3cc(C)on3)C(=O)C3CCCN32)cc1OC (configuration not stated)
→ 9, -12
Cc1ccc(OCC(=O)OC2CCS(=O)(=O)C2)cc1 (configuration not stated)
→ 5, -9
CCN(CC)S(=O)(=O)c1ccc2c(c1)c(C(=O)O)cn2C
→ 14, 0
CCOc1ccc(C(=O)NCC(C)CN(C)C)cc1OCC (configuration not stated)
→ -8, -5
O=S(=O)(c1ccc(Sc2nnc3ccccn23)nc1)N1CCOCC1
→ -6, -6
Cc1cnc(C(=O)Nc2cccc3cccnc23)cn1
→ ·, 7
O=C(NC1=NCCS1)NC12CC3CC(CC(C3)C1)C2
→ -10, -7
COc1cc2c(C(=O)N3CCN(c4cccc(Cl)c4)CC3)cn(CC(C)C)c(=O)c2cc1OC
→ -4, ·

Next results:
SMILES	RmlC RmlD mix	HIV RNase H inh
CCOc1ccccc1OCCOc1ccc(F)cc1	-6	·
CC(Nc1nc(-c2ccc(F)cc2)cs1)c1nc2cc(Cl)c(N3CCCCC3)cc2n1CCCO (configuration not stated)	9	·
Cc1ccc(S(=O)(=O)N2CCN(c3cc4c(cc3[N+](=O)[O-])n(C)c(=O)n4C)CC2)cc1	12	·
CCc1ccccc1NC(=O)CN1C(=O)C2CCCN2c2ncc(Cl)cc21 (configuration not stated)	5	-3
CCCC1=C(C(=O)OCC)C(c2ccncc2)n2ncnc2N1 (configuration not stated)	8	·
O=C(CSc1nc2[nH]ncc2c(=O)n1-c1ccccc1)N1CCCc2ccccc21	-4	10
CCCCCOc1ccc(NC(=O)C(=O)NCCCn2ccnc2)cc1	-4	·
COc1ccc(-c2cc(C(=O)NC3CCCC3)no2)cc1OC	-15	-6
O=C(O)c1c(-c2ccccc2)c2oc3ccccc3c2[nH]c1=O	6	-7
CC(NC(=O)Cn1cc2c(n1)CCCCC2)c1ccccc1 (configuration not stated)	1	-9
Cc1ccc(/C=C/C(=O)Nc2cc(C)on2)cc1	-10	·
CCOc1ccccc1C(=O)NCCCCCC(=O)O	-12	-15
O=C(Nc1ccc(N2CCOCC2)nc1)c1ccc(F)cc1	-11	·
CC12CN3C(O)C(C)(C1)CC(C)(C2)C3O (configuration not stated)	-2	1
CC(C)(Oc1ccc(Cl)cc1)C(=O)Nc1ncccn1	-10	-1
CC(=O)NC(CCS(C)(=O)=O)C(=O)Nc1cccc(C)c1C (configuration not stated)	10	-2
CCC(=O)Nc1nc2cc(OC)ccc2s1	12	2
Cn1c(C(=O)N2CCCC(C(=O)NCCCc3ccccc3)C2)cc2sccc21 (configuration not stated)	-12	2
CC(=O)c1cccc(N=C2C(=O)Nc3ccccc32)c1	-7	-9
O=C(Nc1nc2cc3c(cc2s1)OCO3)C1=COCCO1	-5	-3
COc1ccccc1C(=O)Nc1ccc(C(=O)O)cc1	-4	-9
Cc1ccc(Cl)cc1NC1=C/C(=N\S(=O)(=O)c2cccs2)c2ccccc2C1=O	16	·
Cc1cccc(C)c1NC(=O)CS(=O)CC(=O)NC1CCCc2ccccc21 (configuration not stated)	8	0
COc1ccc(CCNC(=O)CCn2c(=O)oc3ccccc32)cc1OC	-12	-3
CCCOc1ccc(-c2nc(C#N)c(NCCCn3ccnc3)o2)cc1	113	·

(next part)
SMILES	RmlC RmlD mix	HIV RNase H inh
C(=N\n1cnnc1)/c1ccc2ncccc2c1	8	-14
O=C(Nc1ccc2c(c1)OCO2)c1c(Cl)nc2sccn12	-11	3
CCCCNC(=O)c1onc(CSc2cccc(Cl)c2)c1C(=O)O	9	·
O=S(Cc1ccccc1)CC(O)(c1ccccc1)c1ccccc1 (configuration not stated)	4	·
Cc1cc(N=CC2=C(O)CC(C)(C)CC2=O)no1	-6	-4
C/C(=C/C(=O)NCc1ccccc1)C(=O)O	-2	·
Cc1cc(=O)oc2cc(OCC(=O)NCc3cccnc3)ccc12	18	-4
CCOc1cc(/C=C\c2[nH]c(=O)[nH]c(=O)c2[N+](=O)[O-])ccc1OC(C)CC (configuration not stated)	11	·
Cc1cc(C)nc(SC(C)C(=O)Nc2ccc(S(N)(=O)=O)cc2)n1 (configuration not stated)	19	-7
O=C1OC(c2ccccc2)=C/C1=C/N1CCCCC1	8	-8
COCCOCC(O)CN1CCN(c2ccc(C)cc2)CC1 (configuration not stated)	-23	2
COC(=O)c1ccc(NS(=O)(=O)c2ccc(SC)cc2)cc1	-7	5
COc1ccc(C)cc1S(=O)(=O)N(C)CC(=O)N1CCC(C)CC1	-9	·
Cc1cc(/C=C2/C(=O)NC(=O)N(c3ccccc3)C2=O)c(C)n1-c1ccc(F)cc1	-9	·
CCCCCn1c(CN2CCN(C)CC2)nc2c1c(=O)n(C)c(=O)n2C	·	-9
CNC(=O)COc1ccc(-c2nn(C)c(=O)c3ccccc23)cc1	12	·
O=C(Cc1cccs1)N1CCCC(c2nc3c(nnn3Cc3ccccc3Cl)c(=O)[nH]2)C1 (configuration not stated)	12	-11
C=CCn1c(CSCc2ccc(Cl)cc2)nnc1SCC(=O)NCc1ccccc1	-6	·
Cc1cc(Nc2cccc(F)c2)n2ncnc2n1	·	-6
Cc1ccc2sc(-c3ccc(NC(=O)c4cc(-n5cnnc5)ccc4Cl)cc3)nc2c1	-20	·
COc1ccccc1C1(CC(=O)O)CCOC(C(C)C)C1 (configuration not stated)	-14	-2
COc1ccc(/C=C2\CCCC3C2=NN(C(=O)c2scnc2C)C3c2ccc(OC)c(OC)c2)cc1OC (configuration not stated)	7	·
Cc1cc(C(F)(F)F)nn1Cc1ccc(C(=O)NCc2ccco2)o1	10	-10
CC1CCN(CCCNC(=O)c2ccc(CS(=O)(=O)Cc3ccccc3F)o2)CC1	11	1
Cc1ccc([N+](=O)[O-])cc1N=Cc1ccc(Br)s1	6	·

Continued.
SMILES	RmlC RmlD mix	HIV RNase H inh
O=C(NCCc1cccs1)C1CC(c2cccc(F)c2)=NO1 (configuration not stated)	10	·
O=C(O)C1CCN(S(=O)(=O)c2ccc(Oc3ccccc3)cc2)CC1	6	-15
O=C1CC(C(=O)N(c2cccc(F)c2)C(C(=O)NC2CCCC2)c2ccccn2)CS1 (configuration not stated)	5	2
CCc1nnc(NC(=O)c2c(O)c3c([nH]c2=O)CCCC3)s1	-7	-9
CCOc1cc(C(=O)N(C)Cc2cc3cc(OC)ccc3[nH]c2=O)cc(OCC)c1OCC	10	10
CCS(=O)(=O)N1CCCC(C(=O)NCc2cccnc2)C1 (configuration not stated)	-3	6
COc1ccc(C2=CC3=C(Br)C(=O)C(C)(OC(=O)c4cccs4)C(=O)C3=CO2)cc1 (configuration not stated)	-11	·
CCc1cc2c(=O)c(-c3nc4ccccc4n3C)coc2c(CN2CCN(C)CC2)c1O	-4	-6
Fc1ccc2[nH]c3c(NCCN4CCOCC4)ncnc3c2c1	-10	·
O=C1COc2ccc(NC(=O)N3CCN(c4ccc(F)cc4)CC3)cc2N1	-6	·
Cc1cc(NCCN2CCOCC2)n2c(nc3ccccc32)c1C#N	20	5
C=C(C)[C@@H]1CC[C@]2(C(=O)O)CC[C@]3(C)[C@H](CC[C@@H]4[C@@]5(C)CC[C@H](O)C(C)(C)[C@@H]5CC[C@]43C)[C@@H]12	-12	·
COC(=O)c1scc(C)c1NC(=O)C1CCCCC1	-13	·
COc1cccc(OC)c1Oc1ccc(C(F)(F)F)cn1	5	-10
CCn1ncc([N+](=O)[O-])c1C(=O)N1CCCC1	7	·
C=CCn1c(COc2ccc(CC)cc2)nnc1SC/C(O)=C(\C#N)c1nc2ccccc2[nH]1	-10	43
CCc1c(C)nc(SCC(=O)Nc2ccc(Br)cc2)[nH]c1=O	-15	-38

An excerpt. The share of hits here may be higher or lower than overall.
